# Compound activity (PubChem BioAssay)
# BAZ2B block: qHTS Assay for Inhibitors of BAZ2B; Bromodomain adjacent to zinc finger domain protein 2B (Homo sapiens), Q9UIF8; AlphaScreen BAZ2B-H3K14Ac peptide displacement; Potency, µM (top dose mostly 114 µM), for the others: at the highest dose activity change, negative = inhibition, actives largely listed as inhibitors; 4.4% of 360,000 active; AID 504333, 2011; further: potency means the concentration at half of the fitted maximal effect; on the % scale 0 is the no-effect control and ±100 the full control effect; nearly all actives have a fitted effect of over 60% in size
#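 AlphaScreen displacement of biotin-H3(5-23)K14Ac peptide (50 nM final) from BAZ2B (50 nM final) in PBS pH 7.4, 0.01% Tween-20; complex preformed 30 min RT, then compounds (top 110 uM) 30 min RT, beads 20 min dark.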
# GLS inhibitor: qHTS for Inhibitors of Glutaminase (GLS); Glutaminase kidney isoform, mitochondrial (Homo sapiens), O94925; GLS enzymatic activity, qHTS titration; Potency, µM (top dose mostly 45.5 µM), for the others: top-dose activity change, negative = inhibition, most hits filed as inhibitors; 0.21% of 410,000 active; AID 624170, 2012; further: potency means the concentration at half of the fitted maximal effect; on the % scale 0 is the no-effect control and ±100 the full control effect
#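 Two-point fluorescence kinetic (t0, 30 min RT) for hKGA; glutamate detected via glutamate oxidase–HRP–Amplex Red. Substrate: 1 mM L-glutamine solution; buffer 45 mM KH2PO4, pH 8.2.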
# HP1b binding inh: HTS for Inhibitors of HP1-beta Chromodomain Interactions with Methylated Histone Tails. AlphaScreen HP1-beta / biotin-H3K9me3 peptide binding. AID 540317, 2011. Potency, µM (highest dose often 114 µM), inactives show at the highest dose activity change, negative = inhibition, actives largely listed as inhibitors. 0.56% of 390,000 active. Chromobox protein homolog 1 (Homo sapiens), P83916; further: potency means the concentration at half of the fitted maximal effect; nearly all actives have a fitted effect of over 70% in size; inactives centre near 23
#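 Compound inhibition of the preformed complex between 50 nM HP1-beta and 50 nM biotinylated H3K9me3 peptide was read by AlphaScreen. Buffer was PBS pH 7.4 with 0.01% Tween-20. Incubations ran 30 min at room temperature, with 10 ug/mL donor/acceptor beads.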
# PI4K2A inh: qHTS for small molecular inhibitors of PI4K2A. AID 1346378, 2018. Phosphatidylinositol 4-kinase type 2-alpha (Homo sapiens), Q9BTU6. 0.13% of 420,000 active. activity change, negative = inhibition, % at 76.9 µM. purified PI4K2A, ADP-Glo luminescence, 1 h; hits give low values; in the data active means activity change below about -50%; inconclusive means mostly about -30% to -49%;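 further: -100% = wells without enzyme as full effect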
#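 ADP-Glo luminescence measured ADP generated by PI4K2A enzyme (4 ug/mL before mixing) with 1.2 mM PI substrate (pre-mix) and 300 microM ATP (pre-mix). Tris pH7.5 buffer with MgCl2, Triton X-100; 1 h reaction at ambient temperature.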
# JMJD2A Tudor inh: qHTS Assay for Inhibitors of JMJD2A-Tudor Domain | Lysine-specific demethylase 4A (Homo sapiens), O75164 | AlphaScreen JMJD2A-Tudor / H3K4me3 peptide binding | Potency, µM (series often up to 114 µM), inactives show top-dose activity change, negative = inhibition, hits mostly inhibitors | 4.4% of 390,000 active | AID 504339, 2011; further: potency means the concentration at half of the fitted maximal effect; on the % scale 0 is the no-effect control and ±100 the full control effect; nearly all actives have a fitted effect of over 50% in size
# Target sequence (O75164 whole entry, looked up, the tested form may be a part): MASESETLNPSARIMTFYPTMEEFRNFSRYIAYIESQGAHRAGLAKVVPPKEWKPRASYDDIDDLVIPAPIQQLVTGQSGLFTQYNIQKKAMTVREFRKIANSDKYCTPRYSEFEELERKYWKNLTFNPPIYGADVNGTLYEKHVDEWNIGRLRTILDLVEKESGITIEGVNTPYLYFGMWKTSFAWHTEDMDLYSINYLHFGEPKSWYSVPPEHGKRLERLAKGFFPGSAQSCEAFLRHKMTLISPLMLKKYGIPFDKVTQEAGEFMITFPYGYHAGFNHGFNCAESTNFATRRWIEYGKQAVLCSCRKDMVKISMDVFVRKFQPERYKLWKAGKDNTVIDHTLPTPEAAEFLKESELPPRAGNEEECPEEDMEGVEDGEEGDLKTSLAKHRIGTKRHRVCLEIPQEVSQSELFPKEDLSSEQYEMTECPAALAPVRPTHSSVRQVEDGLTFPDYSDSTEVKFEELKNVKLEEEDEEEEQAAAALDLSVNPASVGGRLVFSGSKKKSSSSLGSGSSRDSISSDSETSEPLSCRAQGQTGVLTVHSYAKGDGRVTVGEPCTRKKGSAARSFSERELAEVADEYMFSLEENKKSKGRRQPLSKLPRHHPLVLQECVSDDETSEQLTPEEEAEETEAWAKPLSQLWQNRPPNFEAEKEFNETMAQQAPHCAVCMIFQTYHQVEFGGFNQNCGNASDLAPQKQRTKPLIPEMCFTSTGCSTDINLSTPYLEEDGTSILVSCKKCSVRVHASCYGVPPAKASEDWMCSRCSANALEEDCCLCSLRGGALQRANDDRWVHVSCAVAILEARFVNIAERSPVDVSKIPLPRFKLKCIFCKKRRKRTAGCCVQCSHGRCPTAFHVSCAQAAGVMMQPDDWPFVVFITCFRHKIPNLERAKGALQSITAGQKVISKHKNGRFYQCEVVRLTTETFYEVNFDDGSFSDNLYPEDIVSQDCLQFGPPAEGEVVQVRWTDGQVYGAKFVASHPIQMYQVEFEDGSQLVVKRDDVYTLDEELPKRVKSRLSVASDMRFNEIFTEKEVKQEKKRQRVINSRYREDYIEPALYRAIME
# G9a block: qHTS Assay for Inhibitors of Histone Lysine Methyltransferase G9a; Histone-lysine N-methyltransferase EHMT2 (Homo sapiens), Q96KQ7; G9a H3K9 monomethylation, AlphaScreen, 2 h; Potency, µM (top dose mostly 102 µM), for inactives: at the top dose activity, negative = inhibition, most hits filed as inhibitors; 8.8% of 350,000 active; further: potency means the concentration at half of the fitted maximal effect; on the % scale 0 is the no-effect control and ±100 the full control effect; nearly all actives have a fitted effect of over 75% in size
#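 Signal arises when biotinylated H3K9 peptide, once monomethylated, bridges streptavidin donor and antibody-captured acceptor beads. Enzyme at 20 nM was preincubated 15 min with test compounds; peptide 500 nM and SAM 20 uM then reacted for 2 h.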
# ERG Ets-DNA blk: qHTS for Small Molecule Inhibitors of the ERG Ets/DNA interaction; fluorescence polarization, His-ERG Ets domain / labelled DNA; Potency, µM (series often up to 76.9 µM), for the others: top-dose FP activity, negative = inhibition, most hits filed as inhibitors; 0.028% of 370,000 active; active means well fitted inhibition curve with a large enough effect in the polarisation, with a control signal flat; inconclusive means small, poorly fitted or top-dose-only effect, or effect the other way, or a change in a side signal; inactive means no such curve, though single readings can be large or run the other way; the % refers to the polarisation;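 further: polarization taken with two DNA probes labelled with fluorescein and Texas red; potency means the concentration at half of the fitted maximal effect; % of control where 0% means no effect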
#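 His-tagged ERG Ets domain (1 uM in the protein solution; 300mM KCl, 50mM Tris-HCl, 1mM EDTA, 1mM DTT, pH 7.5) received compound, then a probe mix of 5 nM fluorescein-DNA and 100nM Texas-615-DNA. Fluorescence polarization was read for both dyes.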
# 12-LOX inh: Primary qHTS assay for inhibitors of human arachidonate 12S-lipoxygenase (ALOX12): Round 2 | 1.1% of 580,000 active | Potency, µM (titrated, usually from 108 µM), without a hit: at the highest dose activity change, negative = inhibition, usual class: inhibitors | purified 12hLO, xylenol orange hydroperoxide absorbance | Polyunsaturated fatty acid lipoxygenase ALOX12 (Homo sapiens), P18054; further: potency means the concentration at half of the fitted maximal effect; on the % scale 0 is the no-effect control and ±100 the full control effect
#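 Hydroperoxide product was detected by ferrous iron/xylenol orange as the 573 to 405 nm absorbance ratio. Arachidonic acid at 40 uM (final) was turned over for 30 min at room temperature by 150 nM human 12hLO, pH 7.0 Hepes buffer, after 15 min compound preincubation.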
# RGS4 inh: Inhibitors of Regulator of G Protein Signaling (RGS) 4: qHTS | AID 504845, 2011 | Potency, µM (top dose mostly 114 µM), for the others: top-dose activity change, negative = inhibition, hits mostly inhibitors | Transcreener GDP fluorescence polarization, RGS4-accelerated GTP hydrolysis | 0.039% of 390,000 active | Regulator of G-protein signaling 4 (Homo sapiens), P49798; further: potency means the concentration at half of the fitted maximal effect; on the % scale 0 is the no-effect control and ±100 the full control effect; nearly all actives have a fitted effect of over 75% in size; some results filed as inactive show a strong effect at the top dose
#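 MLSMR compounds (23 nl, pin-transferred) preincubated 10 min at room temperature with a 500nM (2x) first reagent, then RGS4 at 900nM (2x) plus Transcreener GDP mix added; fluorescence polarization (620/688 nm) read before and after 90 min at 30 °C.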
# * = called active by the depositor; ? = inconclusive; . = not tested or not shown; & = joins results of further samples; [ ] = another dose, or the depositor's remark. Unless noted, the call rests on the fitted dose curve; in most records, active means well fitted curve in the direction sought with a large enough effect; inconclusive means small, poorly fitted or top-dose-only effect, or another doubt; inactive means no such curve, though single readings can be large; an effect the other way counts as inactive or inconclusive. An excerpt; the hit share may differ from the screen's.
entry	Compound	BAZ2B block	GLS inhibitor	HP1b binding inh	PI4K2A inh	JMJD2A Tudor inh	G9a block	ERG Ets-DNA blk	12-LOX inh	RGS4 inh
1	O=C(NCc1ccccc1)C(c1ccccn1)N(C(=O)c1csnn1)c1ccccc1F (configuration not stated)	2%	5%	-8%	0	-2%	19%	-3%	-4%	14%
2	Cc1ccc2c(c1)C(=O)CC1(CCCCCC1)O2	132%[activator]	-1%	34%[activator]	3	2%	-1%[12.7 µM]	-3%	?	-1%
3	COc1ccc(S(=O)(=O)N2CCC(n3cnc4cc(C(F)(F)F)ccc43)CC2)cc1	-29%	-1%	17%	6	-22%	?	-3%	0%	30%
4	CCOC(=O)Cc1csc(NC(=O)CSc2nc(-c3ccccc3)c(C#N)c(=O)[nH]2)n1	-6%	12%	26%	-9	-13%	?	-2%	-26%	-15%
5	CCOCC(=O)Nc1ccc(C)c(Cl)c1	1%	1%	26%	-3	-6%	-5%	-7%	7%	-19%
6	CCOC(=O)c1c(C)[nH]c(C)c1S(=O)(=O)N1CCC(C(=O)Nc2ccc(OCC)cc2)CC1	-16%	-1%	31%	-2	-9%	-4%[59 µM]	0%	-32%	2%
7	COCCNC(=O)C(c1c[nH]c2ccccc12)N(C(=O)c1snc(C(N)=O)c1N)c1cccc(OC)c1 (configuration not stated)	-4%	2%	50%[activator]	-1	4%	-3%	-13%	12%	13%[56.9 µM]
8	COc1ccc(CC2(CO)CCN(Cc3ccc4c(c3)CCO4)CC2)cc1	-1%	0%	14%	-10	-4%	1%	3%	-27%	-8%
9	CS(=O)(=O)Nc1ccccc1C(=O)N1CCOCC1	-3%	-3%	40%[activator]	-2	-6%[57.1 µM]	9%[59 µM]	-7%	0%	31%[11.4 µM]
10	Cc1nc(-c2ccccc2)cc(=O)[nH]1	4%	3%	14%	11	-3%	1%	-1%	-7%	2%
11	COCCN1CSC(=S)N(Cc2ccco2)C1	0%	3%	-29%	-5	?	45µM*	-7%	13%	?
12	CS(=O)(=O)Nc1ccccc1C(=O)Nc1cc(Cl)cc(Cl)c1	6%	-1%	38%	0	6%	-3%[59 µM]	8%	-39%	-17%
13	COc1ccc(CC(=O)Nc2ccc(S(=O)(=O)Nc3cc(OC)nc(OC)n3)cc2)cc1	-10%	9%	-21%	-1	-4%	-8%	-8%	-4%	5%
14	COC(=O)c1[nH]c2ccc(C)cc2c1NC(=O)CN1CCN(c2ccccc2)CC1	?	19%	?	-2	-9%	?	-7%	-7%	-39%
15	CCN(CC(=O)Nc1ccccc1OC)C(=O)c1ccc(NS(=O)(=O)c2ccc(C(C)=O)cc2)cc1	-16%	1%	34%[57 µM]	4	-1%	?	-10%	-5%	-9%
16	Cc1cccc(OCc2nnc(SCC(=O)N(c3ccccc3)C3CCS(=O)(=O)C3)o2)c1 (configuration not stated)	8%	-3%	20%	8	-16%	3%[2.33 µM]	2%	7%	26%
17	O=C(NCc1ccccn1)C1CCN(S(=O)(=O)N2CCC3(CC2)OCCO3)CC1	-7%	3%	24%	-7	-14%	2%	-7%	14%	4%
18	CCN1CCN(C(=S)Nc2ccc3nc(N4CCN(C)CC4)cc(C)c3c2)CC1	-9%	23%	9%	0	-20%	?	2%	-14%	-15%
19	CCOC(=O)Nc1ccc2c(c1)ncn2C1CCCCC1	2%	-4%	6%	-4	-22%	2%[12.7 µM]	.	2%	-2%
20	CN(CC(=O)Nc1ccccc1C(F)(F)F)C(=O)CSCc1ccccc1	9%	11%	11%	3	-5%	6%[0.501 µM]	7%	?	21%

# Going on with the list:
entry	Compound	BAZ2B block	GLS inhibitor	HP1b binding inh	PI4K2A inh	JMJD2A Tudor inh	G9a block	ERG Ets-DNA blk	12-LOX inh	RGS4 inh
21	Cc1noc(NS(=O)(=O)c2ccc(NC(=O)c3cccc(S(=O)(=O)N(C)c4ccccc4)c3)cc2)c1C	.	12%	16%	-14	-30%	.	8%	319%[activator]	21%
22	CC1CCN(S(=O)(=O)c2c[nH]c(=O)[nH]c2=O)CC1	12%	-6%	38%	-1	-11%	0%	3%	0%	-3%
23	CCOc1ccc(-c2cn3c(n2)sc2cc(C(=O)NCCc4ccc(OC)cc4OC)ccc23)cc1	-3%	0%	25%	1	-15%	8%[59 µM]	3%	-3%	-10%
24	CC(C)C(NS(=O)(=O)c1cccc2nsnc12)C(=O)Nc1nc2ccc(Cl)cc2s1 (configuration not stated)	-29%	-5%	9%	-3	?	-19%	1%	?	-9%
25	Cc1ccc(SCC(=O)Nc2oc(C)c3c(C)n[nH]c(=O)c23)cc1C	1%	-8%	40%[activator]	-1	-20%	1%[12.7 µM]	-2%	?	-12%
26	CC1(C)N=C(N)N=C(N)N1CCCCc1ccccc1	.	6%	24%	-4	-17%	.	.	-10%	5%
27	CCN(CC)CCCNC(=O)c1ccc(S(=O)(=O)Nc2ccc(C)c(C)c2)cc1	2%	-3%	24%	2	-1%	2%[2.33 µM]	-3%	?	-24%
28	CCc1nn(CC(=O)N(CC)Cc2ccccc2)c(=O)c2cc3occc3n12	-13%	-7%	10%	5	-19%	-5%[59 µM]	-1%	-11%	5%
29	Cc1ccccc1C(=O)Nc1ccc(Cl)cn1	37%	-11%	21%	-6	5%	24%	2%	-2%	-11%
30	C[C@H](NC(=O)c1nc[nH]c1C(=O)NCCCCCNC(=O)OC(C)(C)C)c1ccccc1	4%	-1%	32%	-1	-28%	13%[2.33 µM]	-15%	49%[activator]	3%
31	C=CC[C@@H](CC(=O)N[C@@H](CO)Cc1ccccc1)C(=O)N[C@H](COC(=O)[C@@H](CC=C)CC(=O)OC(C)(C)C)Cc1c[nH]c2ccccc12	.	-4%	3%	2	?	.	11%	?	5%
32	COc1ccc(-c2nc(N)n(C(=O)c3ccco3)n2)cc1	9%	0%	32%	-2	-20%	15%	-7%	0%	1%
33	CCOCCCNC(=O)Cn1cnc2c(cnn2-c2ccc(C)c(C)c2)c1=O	-4%	-6%	44%[activator]	-1	-16%	.	-7%	0%	-15%
34	Cc1ccc(C(=O)NNC(=O)c2ccncc2)cc1[N+](=O)[O-]	12%	17%	50%[activator]	4	8%	5%[2.33 µM]	20%	199%[activator]	-13%
35	COc1ccc(OC)c(NC(=O)CSc2nncc(=O)n2N)c1	-1%	-1%	36%[activator]	-2	-10%	.	-1%	-4%	-6%
36	C=CCn1c(SCC(=O)NCC2CCCO2)nc2c([nH]c3ccccc32)c1=O (configuration not stated)	-13%	0%	36%	-1	1%	.	8%	-4%	10%
37	CC(=O)C[C@H](O)CC(=O)[C@H]1OC(=O)CCCCC/C=C/Cc2ccccc21	.	4%	35%	-4	-19%	.	-12%	-5%	21%
38	CC(=O)c1ccc(NC(=S)N2CCN(S(=O)(=O)c3ccc(F)cc3)CC2)cc1	-1%	0%	16%	4	-30%	109%[activator]	6%	0%	-26%
39	CCCN(CC(=O)Nc1ccccc1C)C(=O)c1ccc(-c2ccc([N+](=O)[O-])cc2)o1	-2%	-5%	-10%	0	?	-48%[2.33 µM]	3%	?	?
40	Cn1nccc1C(=O)Nc1ccc(OC(=O)c2ccnn2C)cc1	-6%	-5%	32%[activator]	-5	-8%	1.6µM*	.	4%	3%

# Next compounds follow:
entry	Compound	BAZ2B block	GLS inhibitor	HP1b binding inh	PI4K2A inh	JMJD2A Tudor inh	G9a block	ERG Ets-DNA blk	12-LOX inh	RGS4 inh
41	Cc1cc(S(=O)(=O)N2CCN(CC(=O)N(C)Cc3ccccc3)CC2)ccc1Br	-7%	0%	23%	-1	-11%	56µM*	-5%	?	-11%
42	NC(=O)c1ccc(C2SCC(=O)N2CCc2ccccc2)cc1 (configuration not stated)	11%	5%	20%	-2	-1%	22%[12.7 µM]	.	176%[activator]	17%
43	COCCC(=O)N1CCC(Oc2ccc(C(=O)NCCc3cnn(C)c3)cc2)CC1	2%	0%	20%	-2	-2%	.	-7%	11%	15%
44	CCOC(=O)c1c(C)[nH]c(C)c1S(=O)(=O)N1CCN(c2cc(Cl)ccc2C)CC1	-15%[57.1 µM]	4%	?	-5	?	-47%[59 µM]	1%	-24%	-6%
45	O=C(COC(=O)c1cc(Br)ccc1O)Nc1ccc2c(c1)OCO2	6%	5%	14%	-1	-20%	-9%[12.7 µM]	6%	22%	4%
46	CCOc1ccc(/C=C/c2nc(C#N)c(NCCCOC)o2)cc1	11%	-36%	27%	-7	-5%	.	7%	15%&-9%	?
47	COC(=O)c1ccc(S(=O)(=O)NNC(=O)c2ccc(S(=O)(=O)N3CCCCC3)cc2)cc1	-32%	12%	9%	3	?	-19%[59 µM]	-15%	-1%	-19%
